GALR2 blocker: GALR2 (human) receptor antagonism; 140,000 compounds, 0.39% hits; GALR2-expressing cells, antagonist mode; inhibition, % at 4 µM; in the data active = inhibition above about 27%;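 also: cells stimulated with galanin 1-16 at roughly its EC80; 0% = agonist challenge control and 100% = basal control without agonist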
Target sequence (O43603 whole entry, looked up): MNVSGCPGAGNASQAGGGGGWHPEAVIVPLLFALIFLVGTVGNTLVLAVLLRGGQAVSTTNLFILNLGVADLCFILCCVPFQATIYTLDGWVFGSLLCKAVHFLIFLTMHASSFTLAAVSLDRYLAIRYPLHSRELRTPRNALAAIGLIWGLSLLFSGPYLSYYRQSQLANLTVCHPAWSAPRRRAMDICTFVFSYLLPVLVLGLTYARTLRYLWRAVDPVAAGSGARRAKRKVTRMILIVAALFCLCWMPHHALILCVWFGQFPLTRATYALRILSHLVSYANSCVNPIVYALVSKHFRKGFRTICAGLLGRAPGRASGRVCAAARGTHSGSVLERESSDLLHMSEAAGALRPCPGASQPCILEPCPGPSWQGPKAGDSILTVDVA
HCT116 bCat-KO: beta-catenin-lacking colon tumor cell growth suppression | HCT116 beta-catenin knockout viability, CellTiter-Glo, 60 h; active compounds read low | viability, % at 10 µM | 140,000 compounds, 1.5% hits | AID 818;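 active = viability at or under a set limit, the compound median less 4 SD, cut at about 6% in these data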;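 also: 0% = Hyamine 1622 control at 20 µM and 100% = untreated cell control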
NPY Y2 blocker: antagonists of human neuropeptide Y receptor Y2; inhibition, % at 2.7 µM; P49146; NPY-Y2 expressing cells, antagonist mode; 140,000 compounds, 0.99% hits; AID 793; in the data active = inhibition above about 17%;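 also: 0% = vehicle with agonist challenge and 100% = reference antagonist with challenge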
Target sequence (P49146 whole entry, looked up): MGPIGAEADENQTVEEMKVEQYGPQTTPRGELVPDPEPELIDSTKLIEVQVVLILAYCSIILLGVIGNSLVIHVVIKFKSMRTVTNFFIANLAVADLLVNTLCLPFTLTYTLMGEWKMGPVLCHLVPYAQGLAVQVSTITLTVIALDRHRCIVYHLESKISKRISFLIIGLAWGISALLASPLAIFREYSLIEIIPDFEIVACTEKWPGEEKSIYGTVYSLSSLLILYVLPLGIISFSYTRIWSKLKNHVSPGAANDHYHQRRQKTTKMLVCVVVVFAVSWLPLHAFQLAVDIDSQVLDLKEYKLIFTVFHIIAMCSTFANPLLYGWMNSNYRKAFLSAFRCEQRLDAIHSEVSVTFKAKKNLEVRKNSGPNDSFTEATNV
MRP-1 activ: activators of MRP-1; H69AR cells + doxorubicin, viability rescue, CellTiter-Glo; AID 799; 140,000 compounds, 0.61% hits; viability increase, % at 10 µM;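 active = viability gain under doxorubicin at or above a set limit, the compound median plus 3 SD, cut at about 4.7% in these data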;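 also: MRP-1 overexpressing cells given doxorubicin 25 µM after compound pretreatment; 18-22 h compound pretreatment then 72 h with doxorubicin before readout; 0% = doxorubicin-only wells and 100% = vehicle-treated cells without doxorubicin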
Phagocyt inh: macrophage phagocytosis inhibition; J774A.1 macrophage IgG-bead phagocytosis, imaging; inhibition, % at 5 µM; 110,000 compounds, 0.07% hits; AID 1029;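 active = inhibition above the mean of the plate negative controls plus 5 SD, cut at about 13% in these data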;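 also: phagocytic index as fraction of beads internalized from green versus red external bead signal; plate controls were DMSO negative control for no effect and cytochalasin-D positive control for full effect; some results beyond the cut were filed as inactive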
PTEN del growth: PTEN-deleted cell growth suppression | HCT116 PTEN-null viability, CellTiter-Glo, 60 h; active compounds read low | viability, % at 10 µM | 140,000 compounds, 1.2% hits | AID 827;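 active = viability at or below a set limit, 4 SD under the median of all tested compounds, cut at about 3.7% in these data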;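 also: PTEN knockout HCT116 line with beta catenin targeted HCT116 as companion control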
Yeast growth inh: reduces growth of yeast BB579 in restrictive medium | S. cerevisiae BB579 growth, OD615, 48 h | AID 804 | inhibition, % at 10 µM | 140,000 compounds, 0.51% hits;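 active = inhibition above a set limit, 3 SD over the mean compound inhibition, cut at about 44% in these data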; also: inactives centre near -24
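Test system: S. cerevisiae DeaD strain BB579 yeast; Medium: restrictive CSMM-D medium; Compound: one dose, 10 µM compound with 0.25% DMSO; Incubation: 4 h cell preincubation, 48 h compound exposure, 30 °C humidified; Signal: OD at 615 nm; Benchmarks: amphotericin B at 10 µg/mL as positive control.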
Measles CPE: protection of cells from measles virus; 140,000 compounds, 1.5% hits; Measles virus-infected cells, CPE protection, absorbance; AID 841; protection (pct of control), % at 4 µM; in the data active = protection mostly above about 24%, no sharp cut-off; inactive = mostly below about 26%; also: some compounds called inactive have numbers as strong as hits
E-sel TNF inh: blocks E-selectin expression induced by TNF alpha | HUVEC TNFa-induced E-selectin immunofluorescence, high content | inhibition, % at 2 µM | 120,000 compounds, 0.71% hits | AID 1246;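 active = inhibition above the batch mean plus 3 SD, and confirmed as a hit on visual image review, cut at about 43% in these data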;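 also: 0% = TNF-stimulated DMSO wells and 100% = unstimulated control wells; not every result past the cut was called active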
Yeast lifespan up: extends the lifespan of yeast; 130,000 compounds, 0.68% hits; S. cerevisiae growth with nicotinamide, OD615; deaD strain in restrictive glucose medium; inhibition of the nicotinamide effect, % at 10 µM;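 active = inhibition above a set limit, placed 3 SD over the median of all compounds, cut at about 26% in these data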;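 also: 0% = nicotinamide-treated wells and 100% = cells grown without nicotinamide; some compounds called inactive have numbers as strong as hits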
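System: DeaD-strain S. cerevisiae / Buffer or medium: CSMM-D, restrictive glucose (dextrose) synthetic minimal medium / Probe or stimulus: nicotinamide, 1.5 mM, co-present with compound / Compound: one concentration, 10 µM, DMSO 0.25% / Incubation: 48 h compound exposure at 30 °C, humidified / Technique: optical density (absorbance) at 615 nm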
Numbers without * were called inactive; nt = not tested or not shown.

No.	compound	GALR2 blocker	HCT116 bCat-KO	NPY Y2 blocker	MRP-1 activ	Phagocyt inh
1	O=C(NCCc1ccccc1F)[C@@H]1CSC2c3ccccc3C(=O)N21 (stereo not given in full)	0	98	-1	0.0	-1
2	COCCNC(C(=O)Nc1ccc([N+](=O)[O-])cc1Br)c1ccccc1 (stereo not given)	-6	98	2	-0.3	-1
3	C=C(C)CN(CC)c1nc(N)c2c(N)nc3c(c2c1C#N)CC(=O)N3C12CC3CC(CC(C3)C1)C2	-8	27	-1	-2.2	0
4	Fc1ccc(NC(=S)NCCc2ccc(Cl)cc2)cc1	13	83	3	-3.4	nt
5	Cc1nn(C)cc1C(C(=O)NC1CCCCC1)N(C(=O)Cn1nnc2ccccc21)c1ccc(F)cc1 (stereo not given)	-8	97	1	-0.3	2
6	COc1cc(C(=O)Nc2ccc(Cl)c(C(F)(F)F)c2)cc(OC)c1OC	7	77	1	-2.0	-8
7	CC(C)Oc1ccccc1-c1nc(SCC(=O)O)n[nH]1	6	98	1	-0.7	-1
8	CCCOC(=O)C1[C@H]2C(=O)N(CCCOC)C[C@]23C=C[C@H]1O3 (stereo not given in full)	5	117	1	0.6	0
9	Cc1nc2ccccc2c(=O)n1/N=C/c1cn(-c2ccccc2)nc1-c1cccs1	3	75	2	0.9	-2
10	O=C(NCc1ccco1)C1CN(S(=O)(=O)c2ccccc2)CCN1S(=O)(=O)c1ccccc1 (stereo not given)	-13	85	-1	-2.9	-2
11	COc1ccc(CCN2CC(C#N)=C3c4cc(OC)c(OC)cc4CCN3C2)cc1OC	-3	88	3	-3.5	0
12	CCn1nc(C)c(NC(=O)/C=C/c2cnn(C)c2)c1C	-1	99	-2	0.6	0

No.	PTEN del growth	Yeast growth inh	Measles CPE	E-sel TNF inh	Yeast lifespan up
1	101	-73	14	-26	-4
2	88	-38	9	8	-4
3	33	-78	3	11	-13
4	79	-34	4	nt	-4
5	96	-81	2	nt	4
6	65	20	2	-12	-8
7	96	-6	3	-6	-4
8	104	-17	12	18	-10
9	75	-17	16	nt	11
10	86	-15	28	-11	-6
11	86	7	9	13	-8
12	106	-43	nt	-13	-6

The closing 5 entries of the section above are carried over, then new ones follow.
No.	compound	GALR2 blocker	HCT116 bCat-KO	NPY Y2 blocker	MRP-1 activ	Phagocyt inh
8	CCCOC(=O)C1[C@H]2C(=O)N(CCCOC)C[C@]23C=C[C@H]1O3 (stereo not given in full)	5	117	1	0.6	0
9	Cc1nc2ccccc2c(=O)n1/N=C/c1cn(-c2ccccc2)nc1-c1cccs1	3	75	2	0.9	-2
10	O=C(NCc1ccco1)C1CN(S(=O)(=O)c2ccccc2)CCN1S(=O)(=O)c1ccccc1 (stereo not given)	-13	85	-1	-2.9	-2
11	COc1ccc(CCN2CC(C#N)=C3c4cc(OC)c(OC)cc4CCN3C2)cc1OC	-3	88	3	-3.5	0
12	CCn1nc(C)c(NC(=O)/C=C/c2cnn(C)c2)c1C	-1	99	-2	0.6	0
13	CCCCCCNC(=O)c1c(O)c2cccc3c2n(c1=O)CCC3	8	33	3	-0.2	1
14	CCCCn1[nH]c(-c2ccccc2)cc1=O	11	91	1	2.6	10
15	Cc1ccc(C(=O)N2CC(=O)Nc3ccc(F)cc3C2c2ccccc2)cc1[N+](=O)[O-] (stereo not given)	8	82	0	-2.6	-10
16	O=C(CSc1nnc(Cc2cc(=O)[nH]c(=O)[nH]2)n1-c1ccc(F)cc1)N1CCCCC1	4	89	4	0.1	1
17	COc1ccc(CC(=O)Nc2cc3oc4ccccc4c3cc2OC)cc1	-7	97	1	2.5	2
18	NC(=O)CSc1nc2sc(-c3ccccc3)cc2c(=O)n1N	-3	37	2	1.6	nt
19	CCC(=O)Nc1ccc2c(c1)ncn2-c1ccccc1	-4	104	2	0.8	-2
20	CCN(CC)C(=O)CCC(=O)Nc1ccc(C(=O)OC)cc1	-8	94	10	-2.1	1
21	COC(=O)c1nc(-n2nc(C)cc2C)ccc1Cl	-17	97	1	-1.9	nt
22	O=C(NC(=S)Nc1cc(Cl)ccc1N1CCOCC1)c1ccc(-c2cccc(Cl)c2)o1	11	84	2	-1.2	0
23	CCOC(=O)c1ccc(Nc2c(CC)c(C)nc3ncnn23)cc1	-10	95	5	-2.1	nt
24	Cc1cc(NC(=O)CSCc2nc(-c3cccc(F)c3)oc2C)no1	-12	97	3	-0.4	1

No.	PTEN del growth	Yeast growth inh	Measles CPE	E-sel TNF inh	Yeast lifespan up
8	104	-17	12	18	-10
9	75	-17	16	nt	11
10	86	-15	28	-11	-6
11	86	7	9	13	-8
12	106	-43	nt	-13	-6
13	35	-55	7	nt	24
14	101	-22	6	nt	32*
15	77	-10	3	3	3
16	76	1	14	-6	-5
17	97	-35	5	nt	1
18	39	-53	18	-24	-9
19	104	-13	7	-27	-19
20	104	-12	21	nt	-19
21	89	33	6	-18	-13
22	83	-49	6	-44	-4
23	104	-4	7	4	-6
24	94	-43	3	nt	-7

Remaining list, next part.
No.	compound	GALR2 blocker	HCT116 bCat-KO	NPY Y2 blocker	MRP-1 activ	Phagocyt inh
25	C1=CN2CCC1C(c1ccccc1)C2 (stereo not given)	-14	101	-2	0.7	-4
26	Cc1cccc2cc(C#N)c(SCC(=O)N3CCC(C)CC3)nc12	3	108	6	0.5	-1
27	COC(=O)c1cc(NC(=O)/C=C/c2ccc3c(c2)OCO3)cc(C(=O)OC)c1	-15	79	5	-3.7	nt
28	O=C1c2cccc3cccc(c23)C(=O)N1OS(=O)(=O)c1ccccc1	14	72	4	-1.4	0
29	CCOC(=O)c1cc2c(s1)-c1c(C)cccc1OC2	-7	77	2	-2.9	0
30	Cc1cc(Oc2ccc(-c3ccccc3)cc2)n2ncnc2n1	21	80	20*	-5.2	-1
31	Cc1cc2nc(-c3ccc(NC(=O)C(C)C)cc3)oc2cc1C	-29	97	-2	0.2	-4
32	CSc1ccc(S(=O)(=O)NCc2ccc(C)cc2)cc1	-8	91	9	-1.4	0
33	CCOc1c2ccc(C(=O)NCC34CC5CC(CC(C5)C3)C4)cc2nn1CC	-1	72	5	0.6	nt
34	COc1cccc(C(=O)/C=C/Nc2ccc(S(=O)(=O)Nc3cccc(C(C)=O)c3)cc2)c1	2	18	0	-0.4	-1
35	CCOC(=O)C1CCCN(Cc2nc(N)nc(Nc3ccc(Cl)cc3)n2)C1 (stereo not given)	-1	42	4	-1.4	-1
36	CCN1C(=O)CC(C(=O)Nc2ccc(F)cc2)SC1=Nc1cccc(OC)c1 (stereo not given)	-14	80	-1	0.3	-2

No.	PTEN del growth	Yeast growth inh	Measles CPE	E-sel TNF inh	Yeast lifespan up
25	111	-39	14	8	8
26	110	-56	13	7	-6
27	77	7	2	-41	-8
28	71	-78	12	37	-14
29	80	-5	19	9	-12
30	90	2	7	27	-8
31	98	-3	10	2	-15
32	nt	6	32	-11	-10
33	73	-50	12	-44	0
34	19	-34	27	-19	-13
35	43	-63	10	9	38
36	71	-36	22	nt	-4

Next structures follow.
No.	compound	GALR2 blocker	HCT116 bCat-KO	NPY Y2 blocker	MRP-1 activ	Phagocyt inh
37	CN1CCN(c2cc(=O)n(C3CCCCC3)c(=O)[nH]2)CC1	-22	88	1	-1.7	-1
38	Cc1ccc(SCc2cc(=O)n3[nH]cnc3n2)cc1	1	101	5	0.7	nt
39	CC(=O)c1cccc(NC(=O)Nc2ccc3c(c2)N(C)C(=O)CS3)c1	-12	88	0	-2.2	0
40	Nc1c(-c2ccccc2)c(CSc2nc3ccccc3[nH]2)nn1-c1ccc(Cl)cc1	-6	62	2	-3.4	nt
41	CCOC(=O)C1CCN(C(=O)C2CCCCC2)CC1	-4	99	3	-0.7	-2
42	COc1ccc(CCN2C(=O)C(Oc3ccccc3C)C2c2ccc3c(c2)OCO3)cc1OC (stereo not given)	-14	70	12	-4.3	nt
43	O=C(CNC(=O)c1ccco1)NCC(=O)OCc1ccccc1Br	-2	90	2	-3.2	-1
44	COc1ccc(N2CCC(CNC(=O)Nc3ccccc3)C2)cc1 (stereo not given)	-6	93	0	-2.6	nt
45	COc1ccc(Cn2c(/C=C/c3ccccc3)nc3ccccc32)cc1	7	63	36*	-2.2	nt
46	CCn1nc(NC(=O)c2ccccn2)c2cc3cccc(C)c3nc21	-17	74	4	-0.9	0
47	CCn1c(SCC(=O)NC2CCCCC2)nc2c(c1=O)SC(C)C2 (stereo not given)	-4	100	6	-1.5	nt
48	COc1ccc(N(C(C)C(=O)NCc2ccco2)S(C)(=O)=O)cc1 (stereo not given)	-6	107	-1	-2.6	-1
49	COc1cccc(NC2=NCC(=O)N2Cc2cccs2)c1	0	99	4	-0.8	2
50	CCOc1ccc2nc(NC(=O)C3CCCN(S(=O)(=O)c4cccc5nonc45)C3)sc2c1 (stereo not given)	6	67	-2	-1.6	nt

No.	PTEN del growth	Yeast growth inh	Measles CPE	E-sel TNF inh	Yeast lifespan up
37	94	-25	11	nt	-5
38	106	-21	25	0	nt
39	92	-54	21	1	-18
40	49	-13	7	nt	0
41	89	-32	31	19	-16
42	64	-14	4	-20	-3
43	87	-12	4	-24	-19
44	81	-20	19	-10	-5
45	53	-52	9	nt	26
46	83	-44	5	-23	-9
47	91	-34	10	-37	6
48	93	3	5	1	-20
49	95	-70	5	nt	-13
50	62	-58	5	6	-2
